Diaph act CS – activates diaphorase or chemically reduces, flagging diaphorase assay artifacts; Diaphorase/resazurin coupled assay, resorufin fluorescence, 16 min; stronger effect = higher value; 1 = vehicle wells, 0 = NADH-free wells; activation factor at 20 µM; 190,000 compounds, 0.005% hits; AID 1229;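 active means diaphorase activity raised at least twofold by the compound at 20 µM; inactive means activation factor below 2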
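Assay system: bacterial diaphorase enzyme (C. kluyveri) / Input: enzyme 0.07 U/mL final / Medium: 50 mM HEPES pH 7.4 with 4.542 mM MgCl2, 0.005% Tween 20 / Doses: single compound dose of 20 µM, 1% DMSO final / Incubation: 16 min enzyme reaction, ambient temperature / Signal: fluorescence, excitation 544 nm and emission 590 nm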
S1P3 antag – S1P3 (human) receptor antagonism. Q99500. CHO S1P3 NFAT-BLA reporter, FRET fluorescence, antagonist mode. inhibition, % at 4.98 µM. 170,000 compounds, 0.27% hits. AID 485;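 active means inhibition above the plate cutoff, the mean inhibition of test wells on that plate plus 3 SD, cut at about 28% in these data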;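 further: cells challenged with S1P at its EC80 of 0.8 µM; blue over green emission ratio from cleaved BLA substrate after 4 h stimulation; 0% = S1P-stimulated wells and 100% = unstimulated DMSO-only wells; some compounds past the cut are filed as inactive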
PPARg SRC3 recr – PPARgamma-driven SRC-3 recruitment agonism. P37231. biochemical PPARgamma/SRC-3 coactivator recruitment assay. activation, % at 8 µM. 200,000 compounds, 0.26% hits; in the data active means activation above about 23%;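 further: 0% = DMSO and 100% = reference agonist; some compounds past the cut are filed as inactive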
Target sequence (P37231 whole entry, looked up): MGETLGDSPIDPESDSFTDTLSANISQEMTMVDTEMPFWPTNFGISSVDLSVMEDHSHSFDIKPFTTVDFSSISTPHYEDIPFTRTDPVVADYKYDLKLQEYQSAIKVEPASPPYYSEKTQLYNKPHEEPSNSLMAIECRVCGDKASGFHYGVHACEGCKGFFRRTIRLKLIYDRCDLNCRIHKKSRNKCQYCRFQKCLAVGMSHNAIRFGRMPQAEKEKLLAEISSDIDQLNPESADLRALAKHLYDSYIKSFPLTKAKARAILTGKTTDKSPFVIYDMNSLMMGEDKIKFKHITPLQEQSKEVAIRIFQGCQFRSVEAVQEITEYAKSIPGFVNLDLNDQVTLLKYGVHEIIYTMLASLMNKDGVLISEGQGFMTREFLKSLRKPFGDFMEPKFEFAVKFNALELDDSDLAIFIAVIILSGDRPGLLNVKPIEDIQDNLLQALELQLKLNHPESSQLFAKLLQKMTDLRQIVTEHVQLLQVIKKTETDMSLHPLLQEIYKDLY
PMI activator – activators of human phosphomannose isomerase | P34949 | purified human PMI, coupled resazurin fluorescence, 20 min; stronger effect = higher value; 1 = vehicle control, 0 substrate-free wells | activation factor at 20 µM | 190,000 compounds, 0.005% hits | AID 1214;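 active means activation factor of 2 or more at 20 µM, relative to plate controls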
PPARg SRC-1 ag – agonists of human PPARgamma SRC-1 coactivator recruitment; 200,000 compounds, 0.41% hits; PPARgamma-SRC-1 coactivator recruitment biochemical assay; AID 631; activation, % at 8 µM; P37231; in the data active means activation above about 19%;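 further: 0% = DMSO and 100% = reference agonist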
G6PDH CS – inhibits Leuconostoc G6PDH, flagging false hits in G6PDH-based assays | inhibition, % at 5 µM | 200,000 compounds, 0.12% hits | AID 1020 | Purified L. mesenteroides G6PDH, diaphorase/resazurin coupled fluorescence, 45 min; in the data active means inhibition above about 50%
SRC2 TRFRET art – flags TR-FRET format artefacts in PPARgamma SRC-2 recruitment agonist screen. TR-FRET artefact counter-screen; stronger effect = higher value. TR-FRET ratio at 8 µM. 200,000 compounds, 0.4% hits. AID 1049; in the data active means TR-FRET ratio above about 2000; further: inactives centre near 1500
PMI act satM6P – increases human PMI activity with near-saturating mannose 6-phosphate; P34949; activation factor at 20 µM; coupled PMI enzyme assay, resazurin fluorescence, 20 min; stronger effect = higher value; 1 = untreated enzyme, 0 = substrate-free blank; AID 1216; 190,000 compounds, 0.34% hits;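 active means activation factor of 2 or more at 20 µM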
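Test system: human PMI in coupled enzyme assay; Input: PMI at 15 ng/mL final; Medium: HEPES buffer, pH 7.4; Schedule: 20 min incubation at room temperature; Technique: resorufin fluorescence at Ex 544/Em 590 nm; Compound: 20 µM single dose; Probe or stimulus: Near-saturating mannose-6-phosphate, 1.0 mM.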
ROMK primary – modulates human ROMK potassium channel activity; Tet-inducible ROMK, thallium flux fluorescence; actives lie on both sides; B-score at 10 µM; 130,000 compounds, 2% hits;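 active means signal ratio slope over the read window, or its plate-corrected B-score, at least 3 SD from the plate mean, either direction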;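 further: B-score of the F/F0 ratio slope over 7 to 12 s after thallium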
Target sequence (P48048 whole entry, looked up): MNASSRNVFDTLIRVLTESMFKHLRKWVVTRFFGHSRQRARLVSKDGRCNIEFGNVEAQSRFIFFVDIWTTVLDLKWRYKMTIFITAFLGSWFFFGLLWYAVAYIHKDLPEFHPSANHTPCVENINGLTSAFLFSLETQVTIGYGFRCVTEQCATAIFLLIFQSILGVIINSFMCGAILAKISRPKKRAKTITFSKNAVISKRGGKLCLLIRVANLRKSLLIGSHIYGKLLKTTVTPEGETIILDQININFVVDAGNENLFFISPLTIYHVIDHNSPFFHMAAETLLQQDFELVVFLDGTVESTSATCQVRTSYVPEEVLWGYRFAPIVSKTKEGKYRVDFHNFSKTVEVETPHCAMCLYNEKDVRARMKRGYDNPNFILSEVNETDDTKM
PPARg SRC-2 ag – agonists of SRC-2 recruitment by human PPARgamma. P37231. PPARgamma LBD-SRC-2 recruitment, biochemical. activation, % at 8 µM. 200,000 compounds, 0.34% hits; in the data active means activation above about 22%;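 further: 0% = vehicle and 100% = reference agonist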
Diaph inh CS – inhibits diaphorase or chemically oxidizes, flagging diaphorase assay artifacts | inhibition, % at 20 µM | diaphorase resazurin-to-resorufin fluorescence, NADH, 16 min; bacterial (C. kluyveri) enzyme, not human | AID 1217 | 190,000 compounds, 0.69% hits;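 active means primary screen inhibition at 20 µM above a set limit, cut at about 50% in these data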;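 further: plate controls were DMSO with full reaction for no effect and wells lacking NADH for full effect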
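Assay system: diaphorase enzyme from Clostridium kluyveri. Quantity: enzyme working solution with 0.14 U/mL diaphorase. Schedule: reaction incubation of 16 min at room temperature. Technique: resorufin fluorescence, excitation 544 nm, emission 590 nm. Controls: No-NADH positive control and DMSO neutral control.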
An asterisk follows results filed as active; . = no result given.

SMILES	Diaph act CS	S1P3 antag	PPARg SRC3 recr	PMI activator	PPARg SRC-1 ag	G6PDH CS	SRC2 TRFRET art	PMI act satM6P	ROMK primary	PPARg SRC-2 ag	Diaph inh CS
CC(=O)Oc1ccc(Cl)cc1/C=C/c1cc(OC(C)=O)c2ccccc2n1	0.9	12	4	0.9	5	6	1623	1	0.54	1	7
COC(=O)C1C2C=CC(C3CC23)C1C(=O)OCC(=O)c1ccccc1 (stereo not given)	0.9	.	4	0.9	5	-1	1537	0.9	-0.19	6	14
Cc1cccc(-c2noc(CCCOc3ccc(Cl)cc3Cl)n2)c1	0.8	.	2	0.9	5	-1	1466	0.9	0.011	2	17
Cc1ccc(N2C(=O)CSC2c2ccccn2)cc1Cl (stereo not given)	1.1	.	-4	1.1	0	7	1611	1.2	.	8	-14
Cc1cc(S(=O)(=O)N2CCCC2)ccc1OCC(=O)N1CCC(C(N)=O)CC1	0.9	4	1	0.9	0	2	1489	1	0.12	5	10
COC(=O)C1=C(O)CSC1=Nc1ccc(C)cc1	0.9	1	15	1.1	4	7	1669	1	0.18	8	14
CCN(CC)S(=O)(=O)c1ccc(NC2c3ccccc3C(=O)N2CCN2CCOCC2)cc1 (stereo not given)	0.9	29	3	0.8	9	9	1442	0.9	.	11	12
O=C(CN(c1ccc(Cl)cc1)S(=O)(=O)c1ccccc1)N/N=C/c1ccco1	0.8	.	4	0.9	14	0	1674	1	-1.4	3	18
O=C(COC(=O)COc1ccc(Cl)cc1)Nc1ccc(F)c([N+](=O)[O-])c1	1	-13	-1	1	0	1	1401	0.9	0.61	0	0
O=C1N(Cc2ccccc2F)c2ccccc2C12OCCCO2	0.8	.	2	0.9	5	12	1582	0.9	.	-5	21
CC(Sc1nc2cc([N+](=O)[O-])ccc2n1-c1cccc(C(F)(F)F)c1)C(=O)NC(N)=O (stereo not given)	1	7	-6	1	-5	0	1422	1.1	.	4	2
CC(NC(=O)COC(=O)Cc1ccc(-c2ccccc2)cc1)c1ccccc1 (stereo not given)	0.8	-9	-2	0.9	0	3	1451	1	-0.015	3	16
COc1ccc(-c2nc(-c3ccccc3OC)no2)cc1OC	1.1	54*	4	1.2	4	12	1675	1	.	-8	-5
CNC(=S)Nc1ccc(-c2nc3ccc(C)cc3s2)cc1	0.9	-10	6	1.1	0	0	1400	1.2	0.65	1	10
CCOc1ccc(-n2ccnc2SCC(=O)Nc2nnc(C)s2)cc1	0.9	-7	-2	1	7	15	1610	0.9	.	-2	11
CNc1nc(C)cc(C)c1S(=O)(=O)c1ccc(Cl)cc1	1	.	23	1	-3	6	1753	1	.	7	2
COc1cc(CNc2cccc(F)c2)cc(Br)c1O	0.8	26	2	1.1	7	12	1495	0.8	.	0	24
CC(C)[C@H](NC(=O)c1ccco1)C(=O)OCC(=O)Nc1ccccc1OC(F)F	0.9	-14	2	1	-6	6	1452	0.9	0.025	1	7
CCn1cnc2c1c(=O)n(CC(=O)NCc1ccccc1)c(=O)n2Cc1ccccc1	0.9	-16	4	1	6	14	1657	1	-0.017	7	14
COc1ccc(CN(Cc2nc3ccccc3c(=O)[nH]2)C(=O)NC2CCCCC2)cc1	0.9	1	6	0.9	-1	-2	1465	0.9	.	2	13
COc1ccc(/C=C2/C(=O)N(c3nc4ccccc4s3)N=C2CSc2ccc(Cl)cc2)cc1	0.9	-1	5	1.1	5	8	1737	1.2	0.62	0	7
O=C(CN1CCN(C(=O)N2CCOCC2)CC1)Nc1ccc(Br)cc1	1.1	-7	0	1.1	-9	-5	1436	1.2	.	-4	-6
CC(C)C(NC=C1C(=O)OC(C)(C)OC1=O)C(=O)O (stereo not given)	1.1	.	4	1.1	2	-2	1476	1.1	-0.035	9	-6
CCOc1ccc(/C=C/C2=Cc3c(sc(NC(=O)CSc4n[nH]c(N)n4)c3C#N)C(C)(C)C2)cc1	0.7	.	2	1.3	5	0	1591	1.9	.	13	25
CCOC(=O)c1c(C)[nH]c(C(=O)COc2ccc3c(c2)OCO3)c1C	0.8	.	3	1.1	1	3	1322	0.9	.	-1	18
Cc1cc(C(=O)N2CCN(c3ccccc3)CC2)c(C)o1	0.9	.	5	1	0	8	1320	1.1	.	1	10
O=C(N/N=C/c1ccccn1)c1ccc(Br)cc1	1	-12	0	0.9	10	9	1615	1	.	0	3
Cn1c(-c2cc3ccc(OC(=O)C(C)(C)C)cc3oc2=O)nc2ccccc21	0.9	.	10	1	11	4	1883	1	.	20	13
CCCOc1ccc(N2C(=O)CC(NCc3ccc(S(N)(=O)=O)cc3)C2=O)cc1 (stereo not given)	1	6	5	0.9	0	0	1516	1	0.38	0	0
CCCNC(C)C(=O)Nc1ccccc1C (stereo not given)	0.9	-3	-5	1	-10	7	1466	1	.	-5	8
Cc1ccc(CNc2ccc(N3CCOCC3)cc2)s1	1	9	-1	0.9	4	2	1566	1	.	-5	3
CCOC(=O)C1=C(CNCc2ccccc2Cl)NC(=O)NC1c1ccc2c(c1)OCO2 (stereo not given)	0.9	-15	15	1	-3	5	1392	1	-1	9	9
Cc1ccc(C(=O)c2cncc(Br)c2)cc1	0.9	-6	-2	0.9	1	1	1449	1	-0.26	6	10
CCOC(=O)c1cc(NC(=O)c2cccs2)ccc1N1CCOCC1	0.8	10	5	0.9	11	20	1506	0.9	2.2	7	17
Cc1ccc(C(=O)NC2CCCCCC2)cc1N1CCCC1=O	0.9	10	-4	0.9	-1	6	1636	1	0.064	3	8
COC(=O)CSC(C)C(=O)Nc1nnc(C(C)C)s1 (stereo not given)	0.9	-10	-1	1.1	8	2	1496	1.1	0.27	3	7
CCOc1ccc(NC(=O)CSC(N)=O)cc1	0.8	-18	-5	1	6	8	1655	1.3	.	5	24
COCCNC(=O)c1cc2c3ccccc3n(C)c2s1	1	.	-6	0.9	-10	18	1655	0.9	.	11	3
CCn1c(=O)cc(SCC(=O)N2CCN(c3ccccc3OC)CC2)c2ccccc21	0.9	-28	85*	0.9	72*	2	2834*	0.9	.	68*	15
COc1ccc(NC(=O)c2ccco2)cc1NC(=O)c1ccc(C)cc1	0.9	5	8	0.9	4	7	1545	0.9	0.68	-10	10

An excerpt of the results above, as a working copy:
SMILES	Diaph act CS	S1P3 antag	PPARg SRC3 recr	PMI activator	PPARg SRC-1 ag	G6PDH CS	SRC2 TRFRET art	PMI act satM6P	ROMK primary	PPARg SRC-2 ag	Diaph inh CS
CCCNC(C)C(=O)Nc1ccccc1C (stereo not given)	0.9	-3	-5	1	-10	7	1466	1	.	-5	8
Cc1ccc(CNc2ccc(N3CCOCC3)cc2)s1	1	9	-1	0.9	4	2	1566	1	.	-5	3
CCOC(=O)C1=C(CNCc2ccccc2Cl)NC(=O)NC1c1ccc2c(c1)OCO2 (stereo not given)	0.9	-15	15	1	-3	5	1392	1	-1	9	9
Cc1ccc(C(=O)c2cncc(Br)c2)cc1	0.9	-6	-2	0.9	1	1	1449	1	-0.26	6	10
CCOC(=O)c1cc(NC(=O)c2cccs2)ccc1N1CCOCC1	0.8	10	5	0.9	11	20	1506	0.9	2.2	7	17
Cc1ccc(C(=O)NC2CCCCCC2)cc1N1CCCC1=O	0.9	10	-4	0.9	-1	6	1636	1	0.064	3	8
COC(=O)CSC(C)C(=O)Nc1nnc(C(C)C)s1 (stereo not given)	0.9	-10	-1	1.1	8	2	1496	1.1	0.27	3	7
CCOc1ccc(NC(=O)CSC(N)=O)cc1	0.8	-18	-5	1	6	8	1655	1.3	.	5	24
COCCNC(=O)c1cc2c3ccccc3n(C)c2s1	1	.	-6	0.9	-10	18	1655	0.9	.	11	3
CCn1c(=O)cc(SCC(=O)N2CCN(c3ccccc3OC)CC2)c2ccccc21	0.9	-28	85*	0.9	72*	2	2834*	0.9	.	68*	15
COc1ccc(NC(=O)c2ccco2)cc1NC(=O)c1ccc(C)cc1	0.9	5	8	0.9	4	7	1545	0.9	0.68	-10	10

Going on with the list.
SMILES	Diaph act CS	S1P3 antag	PPARg SRC3 recr	PMI activator	PPARg SRC-1 ag	G6PDH CS	SRC2 TRFRET art	PMI act satM6P	ROMK primary	PPARg SRC-2 ag	Diaph inh CS
CCN(CC)c1ccc(-c2n[nH]c(=S)n2-c2ccccc2)cc1	0.7	1	8	0.8	13	0	1897	0.8	-1.5	3	27
FC(F)Sc1ccc(NC(=S)NCC2CCCCC2)cc1	0.9	.	3	1	-2	1	1610	1	-1.8	9	11
Cc1ccc(CN(C(=O)CNC(=O)c2cccs2)C(C(=O)NCC2CCCO2)c2ccccc2)cc1 (stereo not given)	1	.	9	1	-1	18	1617	1	.	11	4
Cc1ccccc1-c1cc2c(nn1)-c1ccccc1C2=O	0.4	.	1	2*	2	53*	1569	2.5*	1.6	-3	65*
CC(=O)NCCOC(=O)Nc1ccncc1	0.9	.	-1	1	-5	2	1628	1	0.99	4	9
Cc1cccc(NC(=S)N2CCC(c3nc4ccccc4o3)CC2)c1C	0.9	.	-7	0.9	0	2	1558	0.9	.	7	10
COC(=O)Cn1cnc2c(C#N)c3n(c2c1=O)CCCCC3	0.8	4	-6	0.9	0	-16	1588	1	-0.085	14	16
CCn1c(COc2ccccc2)nnc1SCC(=O)NC1CCCCC1	1	2	10	1	1	4	1520	1	0.076	2	3
Cc1ccc(C)c(S(=O)(=O)N/N=C2/CCCc3ccccc32)c1	0.9	.	6	1.1	4	3	1623	1.3	1.7	10	6
CNC(=O)c1ccsc1NC(=O)CCS(=O)(=O)c1ccccc1	0.9	-29	7	1	-5	3	1530	0.9	-0.22	0	10
COC(=O)c1ccc(OC(=O)c2ccc(OC)c(OC)c2)c(OC)c1	0.9	.	4	1	-5	1	1686	1	-3.9*	8	14

High-throughput results deposited in PubChem by several laboratories.
